D2 antagonist = HTS Assay for Allosteric Antagonists of the Human D2 Dopamine Receptor: Primary Screen for Antagonists; AID 485344, 2010; 340,000 tested, 2% active; D(2) dopamine receptor (Homo sapiens), P14416; HEK293 TREx D2 cells, calcium flux, dopamine EC80; inhibition, % at 10 µM; in the data active means inhibition above about 30%; further: 0% is about no effect
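Measurement of antagonist activity uses fluorescent calcium dye in inducible HEK293 T-REx D2 cells: 10 s baseline, compound addition with 180 s read, EC80 dopamine addition with a further 180 s read.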
D1 PAM = Potentiators of Human D1 Dopamine Receptor: qHTS | D(1A) dopamine receptor (Homo sapiens), P21728 | HEK293 TREx D1 cells, calcium flux, dopamine EC20 potentiation | potentiation, % at 10 µM | 360,000 tested, 0.036% active | AID 504651, 2011; in the data active means potentiation above about 30%; further: 0% is about no effect
Target sequence (P21728 whole entry, looked up): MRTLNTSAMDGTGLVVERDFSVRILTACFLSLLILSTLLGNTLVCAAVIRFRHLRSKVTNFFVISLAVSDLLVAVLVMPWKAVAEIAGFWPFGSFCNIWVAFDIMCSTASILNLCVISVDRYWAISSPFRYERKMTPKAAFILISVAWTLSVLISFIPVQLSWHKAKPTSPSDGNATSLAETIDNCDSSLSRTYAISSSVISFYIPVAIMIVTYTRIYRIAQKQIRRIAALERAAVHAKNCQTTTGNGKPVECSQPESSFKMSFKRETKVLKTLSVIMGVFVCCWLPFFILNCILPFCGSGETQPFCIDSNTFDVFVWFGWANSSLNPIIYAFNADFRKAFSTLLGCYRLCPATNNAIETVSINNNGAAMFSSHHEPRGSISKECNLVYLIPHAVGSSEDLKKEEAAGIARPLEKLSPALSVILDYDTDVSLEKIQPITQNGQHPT
D2 agonist = HTS Assay for Allosteric Agonists of the Human D2 Dopamine Receptor: Primary Screen for Agonists | 340,000 tested, 0.53% active | HEK293 T-REx D2 cells, calcium flux agonist mode | activation, % at 2 µM | D(2) dopamine receptor (Homo sapiens), P14416;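 active means activation over 3 SD above normal in the single-dose calcium agonist read, cut at about 30% in these data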; further: 0% is about no effect
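HEK293 Trex D2 cells, tetracycline-induced, o/n 30 C 5% CO2; no-wash Ca dye, RT 30–90 min; 10-cycle baseline, 23 nl cpd added, kinetic Ca read 180 s; agonist hits = positive Ca response.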
D1 antagonist = Antagonist of Human D 1 Dopamine Receptor: qHTS; 360,000 tested, 3.2% active; AID 504652, 2011; activity change, negative = inhibition, % at 10 µM; D(1A) dopamine receptor (Homo sapiens), P21728; HEK293 TREx D1 cells, calcium flux, dopamine EC80; stronger effect = lower value; in the data active means activity change below about -30%; further: on the % scale 0 is the no-effect control and ±100 the full control effect
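Compound effects on dopamine-evoked calcium signalling were measured in tetracycline-induced HEK293 Trex D1 cells. Dopamine at EC80 followed a 180 s compound pre-read, and fluorescence was tracked kinetically for 180 s more.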
TRHR enhancer = qHTS for Small Molecule Agonists and Allosteric Enhancers of Human TRH Receptor: Primary Screen for Enhancers; Thyrotropin-releasing hormone receptor (Homo sapiens), P34981; TRHR cells, fluo-8 calcium fluorescence, EC20 TRH enhancement; enhancement, % at 2 µM; 360,000 tested, 0.66% active; AID 493056, 2011; in the data active means enhancement above about 30%; further: 0% is about no effect
Target sequence (P34981 whole entry, looked up): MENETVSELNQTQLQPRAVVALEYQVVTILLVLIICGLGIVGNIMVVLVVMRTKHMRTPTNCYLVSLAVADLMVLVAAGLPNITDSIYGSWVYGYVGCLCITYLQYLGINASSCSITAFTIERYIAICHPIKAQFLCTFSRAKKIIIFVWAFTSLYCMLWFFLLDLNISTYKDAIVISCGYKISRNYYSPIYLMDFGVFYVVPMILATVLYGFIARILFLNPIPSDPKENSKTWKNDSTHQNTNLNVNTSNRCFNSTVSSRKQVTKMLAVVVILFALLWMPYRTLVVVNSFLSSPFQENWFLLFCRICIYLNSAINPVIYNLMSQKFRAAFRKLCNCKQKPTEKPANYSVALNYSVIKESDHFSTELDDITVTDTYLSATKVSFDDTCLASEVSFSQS
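Enhancer read-out: after compound pinning and an initial kinetic agonist-mode read, an EC20 of TRH (10 nM final) was injected and fluo-8 calcium signal (Ex 480/Em 530) followed at 1 s/cycle for 100 cycles in TRHR-expressing cells.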
RXFP1 antagonist = qHTS Assay for Antagonists of the Relaxin Receptor RXFP1. Relaxin receptor 1 (Homo sapiens), Q9HBX9. HEK293-RXFP1, relaxin-stimulated cAMP HTRF, 30 min; stronger effect = lower value. activity change, negative = inhibition, % at 57.5 µM. 350,000 tested, 0.59% active. AID 1259400, 2018;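 active means activity change of -60% or lower, but not beyond a set lower limit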; further: on the % scale 0 is the no-effect control and ±100 the full control effect
TRHR ag = qHTS for Small Molecule Agonists and Allosteric Enhancers of Human TRH Receptor: Primary Screen for Agonists; TRHR cells, calcium flux fluo-8, FDSS agonist mode; Thyrotropin-releasing hormone receptor (Homo sapiens), P34981; 360,000 tested, 0.18% active; activation, % at 2 µM; AID 493084, 2011; further: 0% is about no effect
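Agonist-mode FDSS calcium read (Ex 480/Em 530, 1 s cycles) in 1536-well TRHR cells with fluo-8 dye, after 10-cycle baseline and 23 nL compound addition; TRH at EC20 (10 nM final) added afterwards for the enhancer phase.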
D2 potentiator = HTS Assay for Positive Allosteric Modulators of the Human D2 Dopamine Receptor: Primary Screen for Potentiators | 340,000 tested, 0.34% active | HEK293 T-REx D2, calcium flux, EC20 dopamine potentiation | potentiation, % at 10 µM | D(2) dopamine receptor (Homo sapiens), P14416;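 active means potentiation over 3 SD above the plate norm, cut at about 30% in these data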; further: 0% is about no effect
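Potentiation of an EC20 dopamine calcium response measured kinetically over 180 s, after a preceding 180 s compound-only read flagging agonists. Cells: inducible Hek293 Trex D2 line, 4000/well, cultured overnight at 30 C before dye loading.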
D1 ag = Allosteric Agonists of the Human D1 Dopamine Receptor: qHTS. D(1A) dopamine receptor (Homo sapiens), P21728. HEK293 T-REx D1 cells, calcium flux, agonist mode. activation, % at 2 µM. 360,000 tested, 1% active; further: 0% is about no effect
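Inducible HEK293 T-REx D1 cells, force-coupled to calcium signalling, were plated at 4000 cells/well with tetracycline and held overnight at 30 C. After no-wash calcium dye loading, compound-evoked calcium rise over 180 s flagged agonists.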
An asterisk follows results filed as active; . = no result given. Unless noted, no stated cut-off is given here; in the data, active means activation above about 30%; inactive means the rest.

SMILES	D2 antagonist	D1 PAM	D2 agonist	D1 antagonist	TRHR enhancer	RXFP1 antagonist	TRHR ag	D2 potentiator	D1 ag
Cc1ccc(S(=O)(=O)Nc2ccc3c(c2)n(C)c(=O)n3C)c(C)c1	10	-6	0.9	-12	2	9	-0.2	-4	8
CCc1ncc(CN2CCCC(C(=O)Nc3cccc(-c4ccc(F)cc4)c3)C2)cn1 (configuration not stated)	-8	-7	0.5	-19	1	-22	0.9	-1	6
COc1ccc(C(=O)C2CCCN(C(=O)C3=CCCC3)C2)c(C)c1 (configuration not stated)	-4	-4	0.1	-3	5	1	-0.3	-3	7
S=c1[nH]nc(-c2ccccc2)o1	-7	1	-1.8	-10	3	3	0.1	2	-2
Cc1cccc(COc2ccc(/C=C3/C(=O)N(C)C(=S)N3C)cc2)c1	31*	-9	-0.7	3	-6	-2	0.3	-2	0
CCN(CC)CCNC(=O)c1ccc(NC(=O)C2CC(=O)N(c3ccc4c(c3)OCCO4)C2)cc1 (configuration not stated)	-1	-2	0.3	-2	8	-6	0.5	-7	3
CCC(=O)N/C(N)=N/c1nc2ccccc2o1	12	-1	-0.4	2	-7	21	0.0	-6	1
CN(C)S(=O)(=O)c1ccc(Cl)c(NC(=O)CN2CCC(Cc3ccccc3)CC2)c1	42*	-4	-4.6	16	-2	-3	0.7	-10	4
COc1ccccc1NC(=O)C1=C(C)Nc2nc(-c3ccco3)nn2C1c1ccccc1F (configuration not stated)	.	0	.	-12	2	2	-0.4	-1	-3
Cc1ccccc1OCC(=O)NCCC1=CCCCC1	2	0	3.2	-4	6	-26	-0.7	1	-1
Cc1ccc(OCCn2c(=S)[nH]c3ccccc32)c(C(C)C)c1	-10	4	-0.5	17	5	-28	-0.5	13	2
COc1ccc([C@@H]2[C@@H]3C(=O)N(C(C)(C)C)C(=O)[C@@H]3[C@]3(Cc4ccccc4)C(=O)N(c4ccc(Br)cc4)C(=O)N23)cc1	8	-2	1.0	-9	7	.	0.5	-3	4
Cn1c(=O)n(C)c2cc(/C=C3/SC(=O)N(CC(=O)N4CCOCC4)C3=O)ccc21	0	0	2.2	-24	3	-8	0.5	11	0
Cc1noc(C)c1S(=O)(=O)N1CCC(C(=O)NCCN2CCC(C)CC2)CC1	-14	-2	0.2	4	5	-1	0.8	2	2
Cc1c(C)n(Cc2ccc(F)cc2)c2ccc(C(=O)NCCCN3CCOCC3)cc12	8	-19	0.4	-37*	-8	4	0.2	-7	7
CCC(Sc1nncn1C)C(=O)Nc1nnc(-c2ccccc2Cl)s1 (configuration not stated)	23	-4	-0.1	-2	6	0	0.5	-5	1
C=C(C)CN(CC)C(=O)CN1C(=O)NC2(CCCc3ccccc32)C1=O (configuration not stated)	-2	4	0.0	11	1	3	-0.3	17	6
CCOC(=O)c1ccc(-c2csc(NC(=O)CN3CCC(C)CC3)n2)cc1	4	-5	-0.2	5	1	-3	-0.1	-8	3
CC1(c2ccc3c(c2)OCO3)NC(=O)N(CC(=O)NCCC2=CCCCC2)C1=O (configuration not stated)	-2	-3	1.0	-18	-7	10	0.1	-1	0
CN1CCN(CC(=O)Nc2nc(-c3ccccc3)cs2)CC1	-14	-2	0.7	5	8	-3	-0.5	-14	1
CCS(=O)(=O)N1CCc2cc(C(=O)Nc3ccc(C(=O)OC)cc3)ccc21	.	0	9.9	12	-8	.	-0.5	-4	1
Cc1noc(/C=C/c2ccco2)c1S(=O)(=O)N1CCC(C(=O)Nc2ccc(F)cc2F)CC1	.	3	0.1	-1	-5	20	0.9	0	3
O=C(Nc1cccc2nsnc12)c1ccc(-c2ccc(Br)cc2)o1	-7	3	0.6	-3	-1	.	1.4	-7	10
Cc1cccc(N(CC(=O)NCCC2=CCCCC2)S(C)(=O)=O)c1C	29	-4	0.6	-2	-2	3	0.5	-4	-2
CCC1(C(=O)OC)CCc2c(cc(OC)c3ccccc23)C1=O (configuration not stated)	-7	9	-2.4	41	6	-30	-0.6	9	19

One compound at a time (already shown).
CCN(CC)CCNC(=O)c1ccc(NC(=O)C2CC(=O)N(c3ccc4c(c3)OCCO4)C2)cc1 (configuration not stated) across the screens: D2 antagonist = -1; D1 PAM = -2; D2 agonist = 0.3; D1 antagonist = -2; TRHR enhancer = 8; RXFP1 antagonist = -6; TRHR ag = 0.5; D2 potentiator = -7; D1 ag = 3
CCOC(=O)c1ccc(-c2csc(NC(=O)CN3CCC(C)CC3)n2)cc1 across the screens: D2 antagonist = 4; D1 PAM = -5; D2 agonist = -0.2; D1 antagonist = 5; TRHR enhancer = 1; RXFP1 antagonist = -3; TRHR ag = -0.1; D2 potentiator = -8; D1 ag = 3
CCc1ncc(CN2CCCC(C(=O)Nc3cccc(-c4ccc(F)cc4)c3)C2)cn1 (configuration not stated) across the screens: D2 antagonist = -8; D1 PAM = -7; D2 agonist = 0.5; D1 antagonist = -19; TRHR enhancer = 1; RXFP1 antagonist = -22; TRHR ag = 0.9; D2 potentiator = -1; D1 ag = 6

(list continues)
SMILES	D2 antagonist	D1 PAM	D2 agonist	D1 antagonist	TRHR enhancer	RXFP1 antagonist	TRHR ag	D2 potentiator	D1 ag
O=C(NCC(c1cccs1)N1CCOCC1)c1ccc(Br)o1 (configuration not stated)	13	-6	-0.3	-23	0	-9	-0.2	13	1
N#CCSc1nnc(COc2cccc3ccccc23)n1-c1cccc(Cl)c1	-19	-12	1.8	-3	-16	-5	3.1	3	7
CCOC(=O)c1cc(CC)sc1NC(=O)Cc1ccsc1	9	-4	-1.2	1	2	-9	-0.6	4	5
Cc1noc(/C=C/c2cccs2)c1S(=O)(=O)N1CCC(C(=O)NCc2ccccc2Cl)CC1	.	3	0.3	-17	3	7	1.1	-12	4
COc1ccc2c(c1)c(CC(=O)Nc1cc(C)cc(C)c1)c(C)n2C(=O)c1ccc(Cl)cc1	.	-2	0.0	-9	-2	1	4.5	3	-1
COc1ccc(-n2nc3c(c2NC(=O)c2ccc(Br)cc2)CS(=O)C3)cc1 (configuration not stated)	-8	.	0.5	-1	7	.	1.1	5	4
Cc1noc(C)c1COc1ccccc1C(=O)Nc1cccc(S(=O)(=O)N(C)C)c1	7	-4	0.1	5	8	2	-0.3	-2	2
O=C(O)CCC(=O)NCc1cn(-c2ccccc2)nc1-c1cccc(Br)c1	.	-7	.	2	2	-4	0.0	2	4
COc1ccccc1C1C=C(c2ccc(Cl)cc2)Nc2nc(NS(C)(=O)=O)nn21 (configuration not stated)	12	5	2.0	-2	1	.	13	-3	16
COC(=O)C1Sc2[nH]c(=O)sc2C2c3ccccc3OC(=O)C12 (configuration not stated)	-5	-6	-0.5	15	-2	-9	-0.2	23	6
Cc1cc(N)n2ncc(-c3ccc(F)cc3)c2n1	-9	2	-0.7	-7	3	3	0.1	-5	2
CC(=O)c1ccc(C(=O)N(Cc2cccnc2)c2nc3c(Cl)cccc3s2)cc1	.	1	0.5	.	17	-13	-1.0	7	-4
Clc1ccc(Cn2ncc3c(N4CCOCC4)ncnc32)cc1	-19	-8	0.6	4	0	-13	0.3	15	8
COc1ccc(CNC(=O)CN(Cc2ccccc2F)C(=O)c2csnn2)cc1	-23	.	1.1	0	12	-22	-0.1	-3	6
CN(CC(=O)Nc1ccc(S(=O)(=O)N2CCCC2)cc1)Cc1cccc(Cl)c1Cl	24	1	-0.1	-9	-2	-3	0.0	15	3
O=C(COc1ccccc1)N(Cc1ccccc1)c1nc(-c2ccccc2)cs1	0	-1	2.3	-1	-2	-3	1.0	3	8
O=C(CN(C(=O)CCC(=O)Nc1nccs1)c1ccc(F)cc1)NCC1CCCO1 (configuration not stated)	2	-1	0.3	8	22	-7	0.0	8	0
C=CCNC(=O)CNS(=O)(=O)c1ccc(F)cc1	-9	-4	-0.8	3	3	13	-1.8	5	5
COc1cc(/C=N/NC(=S)NC2CC3CCC2C3)ccc1O (configuration not stated)	.	-2	.	-1	18	0	0.0	.	1
CCN(CC)c1ccc(C(=O)NNC(=O)CCNC(=O)c2ccccc2)cc1	-13	-3	-0.2	-19	-1	-5	0.9	1	4
Cc1ccc(CNC(=O)[C@H](C)N2C(=O)N3CCc4c([nH]c5ccccc45)[C@@]3(C)C2=O)cc1	8	2	0.3	-1	-1	.	0.8	9	0
CC(C)CC(=O)n1nc(-c2ccco2)nc1NCc1ccc(Cl)cc1	.	2	.	10	-1	-12	0.3	-7	0
COCCn1c(N)c(N(Cc2ccccc2)C(=O)c2ccc(-c3ccc(Cl)cc3)o2)c(=O)[nH]c1=O	1	-3	0.8	8	-4	-11	-0.7	-8	2
CCCCn1c(SCC(N)=O)nnc1-c1cc(OC)c(OC)c(OC)c1	10	1	-0.5	3	-2	.	0.4	-6	1
O=C(NCc1ccccc1)c1ccc(CSc2nc3cccnc3n2Cc2cccc(F)c2)cc1	.	-3	-0.3	-5	10	-7	0.7	-3	8
N#CCCCCN1c2cccc3cccc(c23)S1(=O)=O	29	-8	-0.2	-6	-4	2	-0.8	4	0

Reformatted: 3 of the compounds above
Structure | D2 antagonist | D1 PAM | D2 agonist | D1 antagonist | TRHR enhancer | RXFP1 antagonist | TRHR ag | D2 potentiator | D1 ag
O=C(CN(C(=O)CCC(=O)Nc1nccs1)c1ccc(F)cc1)NCC1CCCO1 (configuration not stated) | 2 | -1 | 0.3 | 8 | 22 | -7 | 0.0 | 8 | 0
C=CCNC(=O)CNS(=O)(=O)c1ccc(F)cc1 | -9 | -4 | -0.8 | 3 | 3 | 13 | -1.8 | 5 | 5
CN(CC(=O)Nc1ccc(S(=O)(=O)N2CCCC2)cc1)Cc1cccc(Cl)c1Cl | 24 | 1 | -0.1 | -9 | -2 | -3 | 0.0 | 15 | 3

Assay outcomes from PubChem.
